Assay outcomes deposited in PubChem by several laboratories.
TAAR1 antagonist – antagonists of human TAAR1; Q96RJ0; CHO RD-HGA16 TAAR1, Fluo-8 calcium fluorescence, antagonist; inhibition, % at 3 µM; 360,000 compounds, 1.5% hits;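 active = inhibition above a per-plate cutoff, the mean inhibition of test compounds on that plate plus 3 SD, cut at about 49% in these data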;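 note: 0% = DMSO plus EC80 beta-PEA response and 100% = DMSO alone without agonist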
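System: CHO RD-HGA16 cells bearing hTAAR1. Reagent: EC80 β-phenethylamine stimulus. Schedule: seeding 17-24 h prior, 75-min 37 °C, 30-min RT dye loading. Signal: Fluo-8 intracellular calcium dye fluorescence, real-time kinetic reads. Read-out: % inhibition from peak post-agonist over basal fluorescence ratio. Benchmarks: vehicle wells and EC80 agonist wells. Replicates: n of 1.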
TAAR1 ag – agonists of human TAAR1 | Q96RJ0 | CHO RD-HGA16 TAAR1, Fluo-8 calcium fluorescence; vehicle wells 0%, saturating PEA agonist 100% | activation, % at 3 µM | 360,000 compounds, 0.99% hits;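 active = activation above the mean activation of all test compounds in the run plus 3 SD, cut at about 38% in these data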
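Test system: RD-HGA16 (CHO) cells co-expressing Gα16 and hTAAR1; dosing: one-point dosing at 3 µM (nominal); timing: 17-24 h seeding, 75 min 37 °C dye, 30 min RT; signal: kinetic Fluo-8 calcium fluorescence; read-out basis: % activation relative to PEA EC100 response; controls: DMSO and PEA EC100; replicates: n 1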
CHRM5 PAM – CHRM5 positive allosteric modulation. CHO-K1 hM5, Fluo-8 calcium, ACh EC20 PAM; 0% = ACh EC20, 100% = ACh EC100. activation, % at 3 µM. 360,000 compounds, 0.3% hits. AID 624038;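 active = activation above the run cutoff, the mean activation of all test compounds plus 3 SD, cut at about 18% in these data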
Target sequence (P08912 whole entry, looked up): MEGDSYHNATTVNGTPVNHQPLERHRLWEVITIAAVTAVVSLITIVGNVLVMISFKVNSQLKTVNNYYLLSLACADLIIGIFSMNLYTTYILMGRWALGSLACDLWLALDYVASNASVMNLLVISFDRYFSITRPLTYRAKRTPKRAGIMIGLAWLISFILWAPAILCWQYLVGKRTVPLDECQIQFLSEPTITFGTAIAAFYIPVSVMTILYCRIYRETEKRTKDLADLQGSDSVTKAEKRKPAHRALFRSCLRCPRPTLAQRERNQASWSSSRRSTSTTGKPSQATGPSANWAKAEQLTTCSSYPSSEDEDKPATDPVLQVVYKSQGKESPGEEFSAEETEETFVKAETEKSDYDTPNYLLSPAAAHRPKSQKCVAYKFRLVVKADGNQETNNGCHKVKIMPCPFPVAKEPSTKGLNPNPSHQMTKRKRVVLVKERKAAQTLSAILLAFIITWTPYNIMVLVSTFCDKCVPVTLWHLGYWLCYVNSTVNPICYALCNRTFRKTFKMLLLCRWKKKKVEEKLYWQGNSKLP
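system = human M5 receptor in CHO-K1 cells | reagent = EC20 acetylcholine as agonist stimulus | compound dosing = single-point, 3 µM nominal | incubation = Fluo-8 loading 80 min at 37 °C plus 30 min room temperature | detection = Fluo-8 calcium dye fluorescence, kinetic read | benchmarks = low control EC20 acetylcholine (0%), high control EC100 acetylcholine (100%)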
M5 ag – agonists of human muscarinic M5 receptor (CHRM5); CHO-K1 hM5 cells, Fluo-8 calcium fluorescence; 0% DMSO wells, 100% maximal acetylcholine response; activation, % at 3 µM; 360,000 compounds, 0.19% hits; AID 624037;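 active = activation above the run's mean over test compounds plus 3 SD, cut at about 23% in these data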;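 note: signal is peak over basal fluorescence ratio across the kinetic read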
CHRM4 PAM – potentiates acetylcholine response at human M4 receptor; P08173; CHO-K1 hM4/Gqi5, Fluo-8 calcium fluorescence, ACh EC20; 0% = ACh EC20, 100% = maximal ACh; activation, % at 3 µM; 360,000 compounds, 0.4% hits;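 active = activation above its plate's cutoff, the mean activation of sample wells plus 3 SD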; note: some results filed as inactive read as strong as hits
Target sequence (P08173 whole entry, looked up): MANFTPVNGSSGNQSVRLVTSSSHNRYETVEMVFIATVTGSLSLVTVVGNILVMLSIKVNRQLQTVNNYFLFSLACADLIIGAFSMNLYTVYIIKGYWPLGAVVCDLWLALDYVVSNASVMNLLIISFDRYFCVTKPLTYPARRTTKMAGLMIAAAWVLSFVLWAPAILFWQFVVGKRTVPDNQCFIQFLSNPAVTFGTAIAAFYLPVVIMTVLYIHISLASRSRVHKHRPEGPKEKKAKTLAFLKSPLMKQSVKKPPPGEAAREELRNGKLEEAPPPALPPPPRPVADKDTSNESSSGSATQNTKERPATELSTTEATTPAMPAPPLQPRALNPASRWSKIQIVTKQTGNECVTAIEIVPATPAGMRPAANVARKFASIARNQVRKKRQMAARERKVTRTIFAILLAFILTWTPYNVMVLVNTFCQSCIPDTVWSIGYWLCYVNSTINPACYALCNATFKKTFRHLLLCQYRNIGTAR
CHO-K1 Ca PAM – counter-screen for M1 PAMs: effect in parental CHO-K1 cells; ATP EC20, Fluo-8 calcium fluorescence; 0% at ATP EC20, 100% at ATP max; activation, % at 3 µM; 360,000 compounds, 0.02% hits;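 active = activation above the run cutoff, the mean activation of all test compounds plus 3 SD, cut at about 40% in these data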;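 note: peak over basal fluorescence ratio in a 140 s read after ATP addition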
CRFR2-BP antag – CRF-BP/CRF-R2 complex antagonism. HEK293 CRF-R2/CRF-BP, CRF-induced calcium fluorescence. inhibition, % at 11.8 µM. 350,000 compounds, 0.59% hits. AID 588475;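 active = inhibition of the ligand-induced calcium signal above about 50% at the single tested concentration, limit read from the data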
CRFBP-R2 agonist – agonists of human CRF-binding protein/CRF-R2 receptor complex. HEK293 CRF-R2/CRF-BP, calcium dye fluorescence (FLIPR); percent of saturating CRF peptide response. activation, % at 13.2 µM. 350,000 compounds, 0.46% hits. AID 588473;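 active = activation of at least 50%, plus an integration ratio under a set limit after plate pattern correction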;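 note: plate controls were neutral control wells without compound for no effect and CRF at EC100 for full effect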
CHRM5 antagonist – blocks acetylcholine activation of human M5 receptor. CHO-hM5 cells, Fluo-8 calcium fluorescence, ACh EC80. inhibition, % at 3 µM. 360,000 compounds, 0.59% hits. AID 624040;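 active = inhibition above a per-plate cutoff, the mean of that plate's test compounds plus 3 SD, cut at about 27% in these data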;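 note: 0% = acetylcholine EC80 with DMSO and 100% = DMSO without agonist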
Starred values were filed as active, the others as inactive; nt = no result given.

SMILES	TAAR1 antagonist	TAAR1 ag	CHRM5 PAM	M5 ag	CHRM4 PAM	CHO-K1 Ca PAM	CRFR2-BP antag	CRFBP-R2 agonist	CHRM5 antagonist
CC(=O)NCCC(=O)Nc1cccc(S(=O)(=O)N(C)c2ccccc2)c1	-8	0	0	-1	3	-10	6	1.3	-3
CN(C)S(=O)(=O)N(CC(=O)N1CCC(Cc2ccccc2)CC1)c1ccccc1	14	5	-4	-2	2	15	-55	-1.7	5
COc1ccc([N+](=O)[O-])cc1NC(C)C	-6	21	0	1	7	34	5	-1.0	0
COc1ccc(S(=O)(=O)NCc2ccc3c(c2)OCO3)cc1OC	6	2	4	1	5	12	-3	1.2	-3
COc1ccc(C(C)=O)cc1CSc1ncccn1	22	-2	-2	-9	-1	0	8	-0.5	9
CCS(=O)(=O)N1Cc2ccccc2CC1C(=O)Nc1cccc(OC)c1 (stereo not given)	-3	-1	0	-2	0	-14	4	-0.4	2
Cc1c(OCC(=O)NC(Cc2ccc(Cl)cc2)C(=O)O)ccc2c3c(c(=O)oc12)CCC3 (stereo not given)	-10	0	1	2	5	3	1	-0.8	3
C#CCNC(=O)C1=C[C@H](c2coc3ccccc3c2=O)C[C@H](OCc2ccc(CO)cc2)O1	-7	8	4	5	5	6	2	-2.0	-6
O=C(COC(=O)c1cnc(Cl)c(Cl)c1)NC1CCCCCC1	11	0	-4	5	-3	0	4	-0.8	2
COc1ccc(Cn2cnc([N+](=O)[O-])c2)cc1[N+](=O)[O-]	-12	2	6	-3	-1	19	-8	-0.9	-1
O=C(C1CCCN(c2nnc(-n3cccc3)s2)C1)N1CCN(c2ccccc2)CC1 (stereo not given)	39	7	-10	1	-2	10	19	4.1	5
CN(C(=O)C1CCC(=O)N(Cc2cccc(F)c2)C1)C1CCCCC1 (stereo not given)	-13	2	-5	-1	-2	11	-14	-0.2	3
O=S(=O)(c1ccccc1)N1CCN(Cc2c(O)ccc3ccccc23)CC1	51*	7	-24	1	-4	-6	4	-0.2	11
CC1=CN2C(=N)/C(=C/c3ccco3)C(=O)N=C2S1	2	4	0	1	11	23	-19	-4.2	-6
CCOc1ccccc1NC(=S)N(CCCN1CCOCC1)Cc1cn(C)c2ccccc12	1	11	-9	1	22	6	-37	-2.9	8
Cc1noc(C)c1C(=O)N1CCN(c2ncccn2)CC1	3	11	-7	0	11	-11	-15	-0.1	13
N=c1n(CC(=O)c2cccc([N+](=O)[O-])c2)c2ccccc2n1Cc1ccccc1	-22	-1	-5	-1	-8	-9	6	-0.4	1
N#CCCN1CCN(S(=O)(=O)c2cc(Cl)ccc2Cl)CC1	-14	1	-9	-3	0	-11	12	0.5	19
COc1ccc(OC)c(S(=O)(=O)N2CCCC(C(=O)NC3CC3)C2)c1 (stereo not given)	0	10	12	1	4	-19	-11	1.9	5
O=C(NC(Cc1ccccc1)C(=O)O)/C(=C/c1ccc(Cl)cc1)NC(=O)c1ccco1 (stereo not given)	-13	1	-3	-1	-6	-24	4	-1.2	5
Cc1cccc(C)c1NC(=O)CN(C)C(=O)C1CCCCC1	-11	11	5	1	-4	-4	0	0.1	-4
COc1ccc(C(=O)NCC(=O)N/N=C/C(C)=C/c2ccccc2)cc1OC	-2	0	12	-1	5	-4	10	-1.9	-11
O=C(NNc1c(Cl)cccc1Cl)c1cccs1	-45	2	-17	8	-41	3	-6	-0.8	-4
COc1ccc(Cl)cc1NC(=O)c1cc(S(=O)(=O)N2CCCC2)cn1C	-11	0	-3	-1	-5	-9	10	-1.9	6
Cc1ccc(N/N=C(\C#N)C(N)=S)cc1C	16	22	-10	8	-9	-2	17	37	5
Cc1cccc(NC(=O)COC(=O)c2cccs2)c1C	-17	0	2	-3	5	-1	-3	-0.4	3
NS(=O)(=O)c1ccc(CNC(=O)c2ccccn2)cc1	3	1	11	4	3	-7	-1	0.6	-2
COc1ccc(S(=O)(=O)N2CCN(Cc3cccs3)CC2)cc1OC	-10	2	-6	5	2	9	0	-0.6	7
CC(=O)OC(C(=O)NC1CCCCC1)c1ccccc1Cl (stereo not given)	1	0	7	-2	3	9	2	-0.9	7
Cc1cc(OC(C)C(=O)Nc2ccc(S(=O)(=O)Nc3onc(C)c3C)cc2)cc(C)c1Cl (stereo not given)	27	-1	13	-6	0	-26	13	0.1	-11
COc1ccc(Cl)cc1Cn1c(C)c(C(=O)NCc2cccc(Cl)c2)sc1=O	-20	4	-4	-3	0	8	nt	nt	-4
CN1CCN(Cc2ccc(-c3ccc(Cl)cc3)o2)CC1	nt	nt	-2	-4	-6	11	9	-0.1	11
Cc1nc(Nc2cccc(O)c2)c2oc3ccccc3c2n1	0	4	0	-4	3	21	8	0.1	12
CN1CCN(c2ccc(CNC(=O)c3ccco3)cc2)CC1	-19	0	-2	-2	7	6	20	0.7	4
Cc1cc(C)c(NC(=O)C2CSCCS2)c(C)c1 (stereo not given)	13	0	6	-3	-3	1	12	-1.9	6
O=C(CNC(=O)Cn1cnc2sc3c(c2c1=O)CCCC3)NCc1ccccn1	-20	3	-1	0	1	-11	6	0.1	-2
C#CCN(C[C@@H]1[C@@H](OC(=O)NCc2ccccc2F)[C@@H](OC(=O)NCc2ccccc2F)Cn2c(=O)ccc(=O)n21)S(=O)(=O)c1ccc(C)cc1	-2	2	1	1	9	25	-14	3.5	-4
CCOC(=O)CS(=O)(=O)c1nc(-c2ccccc2)cc(C(F)(F)F)n1	29	7	9	-11	-8	9	13	17	15
CCN1C(=O)[C@@H]2[C@@H](c3ccc(-c4ccc5c(c4)OCO5)c(OC)c3)N3CCC[C@@]3(C(=O)OC)[C@@H]2C1=O	-2	1	1	1	4	2	13	-1.4	3
CCN1C(=NCCCOC(C)C)N[C@@H](CCc2ccccc2)[C@H](C(=O)NCCCOC(C)C)[C@H]1C	-3	9	5	1	2	-5	-1	1.2	-3

A portion from further up, as a working copy:
SMILES	TAAR1 antagonist	TAAR1 ag	CHRM5 PAM	M5 ag	CHRM4 PAM	CHO-K1 Ca PAM	CRFR2-BP antag	CRFBP-R2 agonist	CHRM5 antagonist
Cc1cccc(C)c1NC(=O)CN(C)C(=O)C1CCCCC1	-11	11	5	1	-4	-4	0	0.1	-4
COc1ccc(C(=O)NCC(=O)N/N=C/C(C)=C/c2ccccc2)cc1OC	-2	0	12	-1	5	-4	10	-1.9	-11
O=C(NNc1c(Cl)cccc1Cl)c1cccs1	-45	2	-17	8	-41	3	-6	-0.8	-4
COc1ccc(Cl)cc1NC(=O)c1cc(S(=O)(=O)N2CCCC2)cn1C	-11	0	-3	-1	-5	-9	10	-1.9	6

The list continues.
SMILES	TAAR1 antagonist	TAAR1 ag	CHRM5 PAM	M5 ag	CHRM4 PAM	CHO-K1 Ca PAM	CRFR2-BP antag	CRFBP-R2 agonist	CHRM5 antagonist
O=C(CCC(=O)NC1CCCCC1)Nc1cccnc1	-15	5	3	2	2	15	26	-2.3	4
CCNNC(=O)C(O)(Cc1ccccc1)Cc1ccccc1	3	2	-7	-3	-1	10	6	-1.3	12
CCOc1ncccc1C(=O)Nc1ccc2c(c1)OCCCO2	-27	0	7	-4	16	-3	8	-0.9	0
O=C(NC(=S)Nc1ccc(Cc2ccncc2)cc1)c1ccccc1	13	15	-2	0	5	20	-89	-1.1	-1
O=C(C(=C1NCCN1)n1cncn1)c1ccccc1	-8	0	0	1	-4	11	-5	-1.8	0
COc1ccc2ccccc2c1/C=N/N1C(=O)CSC1=S	5	-1	-1	-5	-3	18	9	-0.4	5
COCCN1C=C(C(=O)OC)C(c2cc(Br)c(OC)c(OC)c2)C(C(=O)OC)=C1	9	2	0	-7	6	9	38	-0.8	6
CC(C)OCCCN(C)C1CCN(S(=O)(=O)c2csc(C(N)=O)c2)CC1	3	1	2	-9	-1	-11	-3	0.7	5
CCCCOC(=O)C1=C(C)Nc2ncnn2C1c1cccc(OC)c1 (stereo not given)	-4	8	-5	-3	3	-2	-9	0.2	9
Cc1cc(OC(C)C)nc(-c2ccccc2O)n1	1	12	0	2	4	6	-30	-0.3	1
Cc1ccc(C(=O)N/N=C\c2ccc([N+](=O)[O-])s2)cn1	8	6	-1	0	8	-10	2	-2.2	-7
Cc1ccccc1NC(=O)C1CCN(S(=O)(=O)c2cccc3nonc23)CC1	-5	2	-1	-3	-1	-10	0	-0.7	14
CC1(C(=O)NS(=O)(=O)c2ccccc2)CCN1C(=O)CC(c1ccccc1)c1ccccc1 (stereo not given)	-20	2	-1	0	-1	10	nt	nt	-6
CN1C(=C2C(=O)OC(C)(C)OC2=O)Sc2ccccc21	4	4	-2	2	8	15	10	1.4	-1
COC(=O)c1cc(NC(=O)Cc2cc(OC)c(OC)c(OC)c2)cc(C(=O)OC)c1	11	9	4	-1	6	4	4	-1.9	-4
COc1ccc(CNC(=O)c2c(O)c3ccccc3n(C)c2=O)cc1OC	-3	9	1	0	2	9	-23	2.7	-1
COC(=O)CC1C(=O)NCCN1C(=O)Nc1ccccc1 (stereo not given)	-13	9	6	0	-4	12	-7	-0.8	-5
O=C(NC12CC3CC(CC(C3)C1)C2)N1CCN(C(=O)C2CCCO2)CC1 (stereo not given)	-17	4	10	1	9	19	-19	-0.9	-3
COc1ccc(NCC(=O)N/N=C/C2CCCCC2)cc1	-1	3	3	1	8	-12	1	0.4	5
COC(=O)CSc1nc2c(c(=O)n(C)c(=O)n2C)n1CCC(C)C	-11	-1	0	1	17	-10	2	-0.5	3
CC(C)n1c(SCC(N)=O)nc2c1c(=O)n(C)c(=O)n2C	-8	11	1	1	5	10	-18	0.1	-5
COCCC1CCCCN1C(=O)c1ccc(OC2CCN(C(C)=O)CC2)c(OC)c1 (stereo not given)	-7	1	1	-1	-5	-2	14	1.2	1
COc1ccc(C(C)=O)c2c(O)cccc12	-4	4	-1	1	-1	17	2	-0.1	6
O=C1N[C@@H](Cc2c[nH]c3ccccc23)COC(=O)[C@@H](Cc2ccc(F)cc2)CC/C=C/C[C@@H]1CC(=O)N(CCO)Cc1ccccc1	10	4	-1	-2	-5	17	-41	2.1	1
COc1ccc(-c2ccc(C(=O)NC3CCCCC3)c3occc23)c(C)c1	12	3	-6	-1	4	18	nt	nt	-1
Cn1c(=O)c2c(ncn2CC(=O)Nc2ccc(N3CCOCC3)cc2)n(C)c1=O	-6	12	0	-5	0	-28	14	-3.0	5
CN(Cc1ccccc1)C(=O)c1ncn(Cc2ccccc2)c1C(=O)N(C)Cc1ccccc1	64*	29	-28	11	-6	2	-5	1.7	9
CCCN(c1ccc(C)cc1)c1nc(=O)c2cccnc2s1	-37	13	3	13	-4	22	-16	-1.7	-4
